SENP8 block-1: SENP8 protease inhibitors, primary screen, biochemical, luminescence; 330,000 tested, 1.2% active; purified SENP8, Z-RLRGG-aminoluciferin cleavage; AID 2540, 2010; inhibition, % at 10 µM; Sentrin-specific protease 8 (Homo sapiens), Q96LD8; in the data active = inhibition above about 50%
SENP1 inh: human SENP1 catalytic domain inhibitors, primary screen, biochemical, FRET, uHTS. inhibition, % at 10 µM. Sentrin-specific protease 1 (Homo sapiens), Q9P0U3. 360,000 tested, 0.21% active. recombinant SENP1 catalytic domain, CyPet-SUMO1-YPet FRET cleavage;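 active = inhibition at least 30% at 10 µM, raw YFP signal under a set limit, fluorescence ratio 0.5 to 1.5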;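 note: 0% = enzyme with DMSO and 100% = no enzyme wells; some results filed as inactive read as strong as hits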
Target sequence (Q9P0U3 419-644 limits assumed): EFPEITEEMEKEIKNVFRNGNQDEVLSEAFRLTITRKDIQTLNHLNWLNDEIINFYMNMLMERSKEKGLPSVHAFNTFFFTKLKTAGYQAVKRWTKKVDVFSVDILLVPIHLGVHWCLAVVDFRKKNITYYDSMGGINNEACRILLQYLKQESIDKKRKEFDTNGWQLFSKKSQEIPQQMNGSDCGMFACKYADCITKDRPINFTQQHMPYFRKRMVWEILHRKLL
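System: Recombinant human SENP1 catalytic domain, His6-tagged | Incubation: Enzyme reaction for 50 min at room temperature, dark | Medium: Tris pH 8 with BME, BSA, NP40 and catalase | Also added: 25 nM SUMO1 FRET substrate | Compound: 10 µM single point, 0.5% DMSO | Measured by: FRET fluorescence in CFP and YFP emission channels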
SENP8 block-2: human SENP8 protease inhibitors, primary screen, biochemical, fluorescence, Nedd8 protein substrate, uHTS; 360,000 tested, 0.64% active; recombinant SENP8; AID 602440, 2012; Sentrin-specific protease 8 (Homo sapiens), Q96LD8; inhibition, % at 20 µM; in the data active = inhibition mostly above about 40%, no sharp cut-off; inactive = mostly below about 27%
SENP6 inh: SENP6 protease inhibitors, primary screen, biochemical, luminescence, uHTS | Recombinant SENP6 catalytic domain, aminoluciferin luminescence | inhibition, % at 10 µM | 330,000 tested, 1.8% active | AID 2599, 2010;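 active = inhibition above about 50% at the single tested dose, limit read from the data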;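 note: plate controls were DMSO wells with enzyme for no effect and DMSO wells lacking enzyme for full effect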
Target sequence (Q9GZR1 628-1112 limits assumed): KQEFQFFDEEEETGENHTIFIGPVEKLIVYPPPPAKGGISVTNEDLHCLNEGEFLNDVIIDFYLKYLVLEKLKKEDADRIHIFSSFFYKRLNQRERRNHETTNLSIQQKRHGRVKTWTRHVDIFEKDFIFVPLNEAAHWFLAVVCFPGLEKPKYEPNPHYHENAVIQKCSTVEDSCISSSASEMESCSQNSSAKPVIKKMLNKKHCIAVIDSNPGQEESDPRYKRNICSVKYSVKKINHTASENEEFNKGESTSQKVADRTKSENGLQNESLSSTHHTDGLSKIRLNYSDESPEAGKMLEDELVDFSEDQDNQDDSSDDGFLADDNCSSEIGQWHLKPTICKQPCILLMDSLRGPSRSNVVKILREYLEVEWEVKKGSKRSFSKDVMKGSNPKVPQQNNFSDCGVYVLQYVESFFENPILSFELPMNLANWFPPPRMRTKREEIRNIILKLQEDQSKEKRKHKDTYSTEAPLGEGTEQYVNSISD
HKDC1 inh: HKDC1 hexokinase inhibitors, primary screen, biochemical, fluorescence, uHTS; recombinant HKDC1, G6PDH/diaphorase resazurin coupled fluorescence; inhibition, % at 20 µM; 340,000 tested, 0.16% active; AID 493160, 2011;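 active = inhibition above about 35% when tested at 20 µM, limit read from the data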;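 note: plate controls were DMSO wells with enzyme for no effect and DMSO wells lacking enzyme for full effect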
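Material: recombinant HKDC1 hexokinase; Amount: HKDC1 at 5 µg/mL; Medium: Tris pH 8.0 buffer with MgCl2, Tween-20, BSA, BME; Schedule: 90 min reaction incubation at room temperature, dark; Technique: coupled resazurin fluorescence, excitation 525 nm, emission 613 nm.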
PfGluPho inh: PfG6PD enzyme inhibitors, primary screen, biochemical, fluorescence intensity, uHTS; PfGluPho enzyme, NADPH resazurin-diaphorase fluorescence; inhibition, % at 20 µM; 350,000 tested, 0.78% active; AID 504690, 2011;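 active = inhibition reaching at least a set limit at 20 µM in the primary screen, cut at about 59% in these data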;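 note: 0% = DMSO wells with substrate and 100% = DMSO wells lacking glucose-6-phosphate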
SENP7 block: SENP7 protease inhibitors, primary screen, biochemical, luminescence, uHTS; Sentrin-specific protease 7 (Homo sapiens), Q9BQF6; recombinant SENP7, Z-RLRGG-aminoluciferin luminescence, 40 min; inhibition, % at 5 µM; 330,000 tested, 1.5% active; AID 434973, 2010;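 active = inhibition above about 50% at the single test dose, limit read from the data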;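 note: plate controls were DMSO with enzyme for no effect and no enzyme buffer wells for full effect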
Target sequence (Q9BQF6 706-1050 limits assumed): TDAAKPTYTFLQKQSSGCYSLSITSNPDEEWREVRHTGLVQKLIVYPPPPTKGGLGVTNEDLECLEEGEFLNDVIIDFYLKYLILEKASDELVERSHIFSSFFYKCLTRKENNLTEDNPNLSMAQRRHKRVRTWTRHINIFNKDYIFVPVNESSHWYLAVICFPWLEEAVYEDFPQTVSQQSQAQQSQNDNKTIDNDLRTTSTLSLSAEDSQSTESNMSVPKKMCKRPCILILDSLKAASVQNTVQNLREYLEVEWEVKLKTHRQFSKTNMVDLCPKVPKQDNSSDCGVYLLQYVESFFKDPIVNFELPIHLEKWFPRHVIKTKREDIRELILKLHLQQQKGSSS
Apaf-1 inh: inhibitors of human Apaf-1 apoptosome, primary screen, biochemical, DEVD-Rh110 fluorescence, uHTS. AID 489030, 2010. Apoptotic protease-activating factor 1 (Homo sapiens), O14727. inhibition, % at 20 µM. reconstituted apoptosome caspase-3 activity. 330,000 tested, 0.71% active; active = inhibition of at least 40% at 20 µM;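 note: plate controls were DMSO wells for no effect and DEVD-CHO caspase inhibitor wells for full effect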
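Material: reconstituted apoptosome with Apaf-1, cytochrome c, caspase-9, procaspase-3, dATP; medium: pH 7.5 Hepes buffer with CHAPS, BSA, DTT; also added: cytochrome c and DEVD-Rh110 substrate; timing: 30 min plus 50 min, RT; signal: Rh110 fluorescence intensity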
* = called active by the depositor; . = no result given.

SMILES	SENP8 block-1	SENP1 inh	SENP8 block-2	SENP6 inh	HKDC1 inh	PfGluPho inh	SENP7 block	Apaf-1 inh
COc1cc(CNc2ncc(-c3ccc(Br)cc3)n2C)cc(OC)c1O	-9	-9	22	8	4	33	-10	15
Cc1ccc(-c2n[nH]c(=S)n2/N=C/c2ccncc2)cc1	2	3	0	6	15	26	-2	4
C=CCOc1c(Cl)cc(CNc2ccc(N(C)C)cc2)cc1OC	0	-24	-262	19	5	79*	12	64*
Cc1ccc2nc(SC(C(=O)Nc3ccc(F)cc3)c3ccccc3)[nH]c2c1 (stereo not drawn)	0	0	4	-5	-4	2	-4	-7
COC(=O)CCC(=O)N1CCCC(CO)(Cc2ccccc2)C1 (stereo not drawn)	-4	2	12	-36	-12	1	-8	-1
COc1ccc(NS(=O)(=O)c2ccc(NC(=O)C(CCSC)NC(N)=O)cc2)cc1 (stereo not drawn)	-5	1	24	-18	-2	1	4	-6
CSc1cccc(CN2CCC(n3nccc3NC(=O)C3CC3)CC2)c1	0	0	13	5	-6	7	7	0
N#Cc1cccc(NC(=O)Nc2cccs2)c1	6	-5	-5	6	-4	36	0	0
COc1ccc(CN2C(=O)C(CC(C)C)Nc3ncnc(N4CCN(c5ccccn5)CC4)c32)cc1 (stereo not drawn)	2	-1	7	1	7	4	-8	8
CC(=O)c1ccccc1N(C(=O)c1ccco1)C(C(=O)NC1CCCC1)c1ccc(N2CCOCC2)cc1 (stereo not drawn)	1	1	5	10	-3	-7	5	-6
C=CCn1c(CNC(=O)c2ccco2)nnc1SCC(=O)c1ccc(OC)cc1	-2	2	14	7	-5	17	-7	2
O=S(=O)(Nc1ccc(Cl)cn1)c1ccccc1	3	3	-6	3	-7	-7	2	-9

An excerpt from above in order of the HKDC1 inh value, highest first.
SMILES	HKDC1 inh
Cc1ccc(-c2n[nH]c(=S)n2/N=C/c2ccncc2)cc1	15
C=CCOc1c(Cl)cc(CNc2ccc(N(C)C)cc2)cc1OC	5
COc1cc(CNc2ncc(-c3ccc(Br)cc3)n2C)cc(OC)c1O	4
COc1ccc(NS(=O)(=O)c2ccc(NC(=O)C(CCSC)NC(N)=O)cc2)cc1 (stereo not drawn)	-2
CC(=O)c1ccccc1N(C(=O)c1ccco1)C(C(=O)NC1CCCC1)c1ccc(N2CCOCC2)cc1 (stereo not drawn)	-3
N#Cc1cccc(NC(=O)Nc2cccs2)c1	-4
O=S(=O)(Nc1ccc(Cl)cn1)c1ccccc1	-7

(more compounds)
SMILES	SENP8 block-1	SENP1 inh	SENP8 block-2	SENP6 inh	HKDC1 inh	PfGluPho inh	SENP7 block	Apaf-1 inh
CCCCNC(=S)Nc1cccc(C(C)=O)c1	0	0	8	20	-6	-12	4	13
Cc1ccc(CSc2nnc(-c3ccccn3)n2N)cc1	-8	0	20	-2	-3	-5	7	5
O=C1CCC([N+](=O)[O-])C(c2cccc(Cl)c2Cl)N1 (stereo not drawn)	-3	5	10	3	-5	0	-2	4
COC(=O)C1(C)Nc2ccccc2C(=O)N1c1ccccc1C (stereo not drawn)	-6	2	-428	5	-3	-11	6	6
COc1ccc(CNC(=O)C2CCCN(S(=O)(=O)c3ccc4c(c3)C(C)(C)C(=O)N4C)C2)cc1 (stereo not drawn)	-12	-1	0	-2	-3	8	-13	8
CC(=O)c1ccc(NC(=O)C(C)n2nc(-c3ccccc3)c3cc(Cl)ccc32)cc1 (stereo not drawn)	-5	2	-11	-3	9	-1	1	15
CN(CC(=O)Nc1ccc(F)cc1)C(=O)C1CCCC1	0	0	27	5	-7	-3	-4	-9
COc1ccc(COCC(O)CN2CCc3ccccc3C2)cc1OC (stereo not drawn)	-7	-3	10	-4	1	-6	1	8
Cc1ccc(-c2csc3ncnc(N4CCN(C)CC4)c23)cc1C	-1	-1	10	4	1	-3	8	-3
CN1CCN(NC(=O)c2cccc(F)c2)CC1	0	3	12	-7	-5	1	8	3
Cc1ccc(S(=O)(=O)NCC(=O)OCC(=O)c2cc(C)n(-c3ccccc3)c2C)cc1	-7	-2	8	-2	-2	27	9	27
COc1ccc(C(=O)N/N=C/c2cc(Br)ccc2O)cc1OC	3	-43	-15	-5	-31	15	10	-9
C=CC[C@@H](CC(=O)N[C@H](CO)Cc1ccccc1)C(=O)N[C@H](COC(=O)[C@@H](CC=C)CC(=O)OC(C)(C)C)Cc1c[nH]c2ccccc12	-4	1	10	-19	3	26	-1	24
COc1ccc(Cl)cc1-c1nc(SCC(=O)NCC2CCCO2)n[nH]1 (stereo not drawn)	-9	0	2	-21	-4	26	-11	8
O=c1[nH]c(NCCO)c(N=Cc2ccccc2)c(=O)[nH]1	38	-42	-221	33	-36	68*	-5	-1
CCN(CC)C(C)C(=O)Nc1c2c(cc3c1CCC3)CCC2 (stereo not drawn)	-2	-2	1	-9	-1	-4	-2	12
COCCCN(C(=O)Cn1ncc2c(=O)oc3ccc(C)cc3c21)C(C)c1ccncc1 (stereo not drawn)	-5	2	13	-13	-6	-22	-4	4
CC(=O)Nc1cccc(OC(=O)c2ccoc2C)c1	-2	-8	5	-4	8	-3	5	3
C/C(=N/NC(=O)c1ccco1)c1cccc(NC(=O)c2ccc(C)o2)c1	-4	0	28	-16	-2	7	-3	-1
C=CCOc1ccc(C2C(C#N)=C(N)N(Nc3ccccc3)C3=C2C(=O)CCC3)cc1OC (stereo not drawn)	0	9	-491	-9	4	11	6	24
CC1CN(CCCSc2ccc(Cl)cc2)CC(C)O1 (stereo not drawn)	7	1	25	-14	-4	-1	3	6
Cc1ccc(S(=O)(=O)NCCOc2cc(C)ccc2C)cc1	-1	2	1	-4	1	11	5	8
CCCC(=O)NCCCc1nc2ccccc2n1CCC	0	-2	24	-19	0	-13	4	7
O=[N+]([O-])c1ccc(N/N=C2\CC3CC=CC23)c([N+](=O)[O-])c1 (stereo not drawn)	-2	3	40*	-11	-1	1	4	11
O=C1CCC([N+](=O)[O-])C(c2ccc3c(c2)OCO3)N1 (stereo not drawn)	-12	0	0	-15	-15	9	-10	7
CCc1ccc(-c2cc(C)no2)cc1S(=O)(=O)NCc1ccccc1OC	-3	0	15	-2	3	4	-11	17
COc1ccc(OCCSc2nnc(-c3ccccc3)n2N)cc1	4	2	22	-2	-4	10	1	-7
NC1=NC(=O)/C(=C/c2cccs2)S1	-6	3	10	-11	11	-7	3	-11
C=CCNC(=S)N/N=C/c1ccc(C)cc1C	2	0	22	10	-2	10	22	6
CCNC(=O)NC(=O)CSc1cccc(C(F)(F)F)c1	-6	1	15	-3	-2	-1	-6	-3
CC(NC(=O)c1ccccc1NS(C)(=O)=O)c1ccccc1 (stereo not drawn)	-1	0	-446	-8	-5	-1	9	-24
COc1cccc(-c2ccc3nnc(SCC(=O)Nc4ccc(NC(C)=O)cc4)n3n2)c1	3	1	-32	-6	0	0	5	9
COc1ccccc1CC(=O)NNC(=O)c1cccs1	0	1	21	2	5	-18	-3	-3
COc1ccccc1-c1nnc(SCc2nc3ccccc3s2)n1C	4	-14	-2	6	-3	-2	3	-7
CCOC(=O)Cc1c(Sc2ccccc2)c2cc(C)ccc2n1C	3	0	8	-8	15	15	6	9
Nn1c(SCC(=O)N2CCCc3ccccc32)nnc1-c1ccccc1	-4	3	16	-10	-8	-14	-2	-7
COc1ccnc(N2CCN(c3ccccc3)CC2)c1C#N	-2	1	10	-13	4	-13	-3	0
CCc1cccc(C)c1NC(=O)CSc1ncn[nH]1	-11	1	6	-12	-8	1	-1	-6
O=C(NNC(=O)c1ccc([N+](=O)[O-])cc1)c1ccc(NS(=O)(=O)c2cccs2)cc1	-10	3	6	1	-5	-14	1	3
Cc1cccc(C(=O)OCC(=O)NC(=O)c2ccccc2)c1O	3	1	-319	2	0	-1	7	0
Cc1ccc(C)c2sc(N)nc12	-5	1	4	-9	8	6	0	-9
Cc1ccc(SCCNC(=S)Nc2ccccc2)cc1	0	0	21	-6	2	12	-2	5
CC[C@H](C)[C@@H](C(=O)NCCCCCCCCCCC(=O)N1CCN(C(=O)OC(C)(C)C)CC1)n1cc(CCCCN=C(NC(=O)OC(C)(C)C)NC(=O)OC(C)(C)C)nn1	-7	.	.	-8	.	.	5	56*
COc1ccc(-c2noc(CNS(=O)(=O)c3ccc(NC(C)=O)cc3)n2)cc1	-2	-11	6	-13	-4	-5	-13	8
Cc1c(C(=O)NCc2ccccc2)oc2ccc(S(=O)(=O)N3CCC4(CC3)OCCO4)cc12	-3	0	21	4	4	6	-4	13
O=[N+]([O-])c1ccccc1CNC(Cc1ccccc1)c1ccccc1 (stereo not drawn)	3	3	11	-14	-6	17	6	4
Cc1nc2c(cc1C(=O)N/N=C/c1ccc([N+](=O)[O-])cc1)c(=O)n(C)c(=O)n2C	-1	0	14	-6	-12	-9	4	-2
CCCC(=O)C1=C(O)C(C(=O)OC)C(C)(C)CC1=NC(C)C (stereo not drawn)	-6	0	21	9	-3	-9	3	17

By substructure: the compounds so far with a cyano group (three)
SMILES	SENP8 block-1	SENP1 inh	SENP8 block-2	SENP6 inh	HKDC1 inh	PfGluPho inh	SENP7 block	Apaf-1 inh
N#Cc1cccc(NC(=O)Nc2cccs2)c1	6	-5	-5	6	-4	36	0	0
C=CCOc1ccc(C2C(C#N)=C(N)N(Nc3ccccc3)C3=C2C(=O)CCC3)cc1OC (stereo not drawn)	0	9	-491	-9	4	11	6	24
COc1ccnc(N2CCN(c3ccccc3)CC2)c1C#N	-2	1	10	-13	4	-13	-3	0

The results go on:
SMILES	SENP8 block-1	SENP1 inh	SENP8 block-2	SENP6 inh	HKDC1 inh	PfGluPho inh	SENP7 block	Apaf-1 inh
Cc1nn(C(C)C(=O)NCc2cccs2)c(=O)c2nn(-c3ccccc3)c(C)c12 (stereo not drawn)	2	0	2	7	-1	0	3	-1
CCCn1c2ccccc2c2cnn(CC(=O)NCCCN3CCN(c4ccccc4)CC3)c(=O)c21	-6	2	-19	-8	0	10	15	19
COC(=O)CCC(=O)OC1(C)C(=O)C=C2C=C(C3CC3)N(CCCCO)C=C2C1=O (stereo not drawn)	1	-30	32	30	20	52	9	64*
Cn1c(-c2ccc(F)cc2)cnc1SCC(=O)N1CCCc2ccccc21	-8	-2	12	1	4	-11	7	19
Cc1ccccc1NC(=O)Cc1nc(COC(=O)Cc2ccccc2F)cs1	0	-2	6	-17	-1	1	-2	0
O=C(O)c1ccc2c(c1)ncn2C1CCCCCC1	9	0	-1	2	-6	4	6	-7
CC(=NNC(=O)c1ccc2nc[nH]c2c1)c1ccc(Br)cc1	-15	0	20	-29	-3	-6	1	22
COC(=O)CN1CC(=O)N(c2ccccc2)C1=S	-1	-2	6	-5	-5	-4	-6	-13
Cc1sc2ncn(CC(=O)NCCCN3CCC(C)CC3)c(=O)c2c1S(=O)(=O)N1CCC(C)CC1	-2	-4	6	-23	-6	7	-6	16

Screening data from PubChem.
